IL-1B inflam inh: blocks inflammasome-driven IL-1 beta release; 4.7% of 360,000 active; activity change, % at 57.5 µM; THP-1 LPS/ATP IL-1B secretion, AlphaLISA, 16 h; stronger effect = lower value; in the data active = activity change below about -50%; inconclusive = mostly about -30% to -49%; also: % is scaled to controls: 0 for no effect and ±100 for the full control effect
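THP-1 cells pretreated 1 hr with compounds (up to 57.5 uM final), then stimulated with LPS (250 ng/mL final) plus ATP (1.25 mM final); secreted IL-1B measured by AlphaLISA after 16 hr, decreased signal indicating inhibition.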
SW480 rerep: induces DNA re-replication in SW480 colon adenocarcinoma cells | Potency, µM (titrated, usually from 46.1 µM), without a hit: at the top dose re-replication activation, actives largely listed as activators | SW480 DNA re-replication, Hoechst DNA content imaging, 48 h | 1.8% of 340,000 active; also: potency is read from the fitted curve at half-maximal effect; % of control where 0% means no effect; nearly all actives have a fitted effect of over 55% in size
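250 cells/well; 23 nL cpd via pin tool; 48 hr, 37 C, 5% CO2; Hoechst 40 min; imager read of total nuclear intensity, ex 405/em 500-530 nm.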
KB-V1 MDR tox: KB-V1 MDR subline cytotoxicity | Potency, µM (doses to about 46.1 µM), without a hit: at the highest dose activity change, negative = cytotoxicity, actives largely listed as cytotoxic | 3.4% of 400,000 active | KB-V1 MDR cells viability, CellTiter-Glo, 72 h; also: potency is read from the fitted curve at half-maximal effect; % is scaled to controls: 0 for no effect and ±100 for the full control effect; nearly all actives have a fitted effect of over 60% in size
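Cytotoxicity via CellTiter-Glo luminescence after 72 h compound exposure at 37 degrees C. Cells: drug-selected KB-V1 line, DMEM phenol-red free plus 10% FBS. Compounds tested at multiple concentrations; normalized data fitted to concentration-effect curves.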
MCF10A rereplic: DNA re-replication induction in MCF 10a cells | MCF 10A DNA re-replication, Hoechst nuclear intensity, 48 h | Potency, µM (top dose mostly 46.1 µM), for the others: at the top dose activity, positive = re-replication, actives largely listed as activators | 2.9% of 350,000 active; also: potency is read from the fitted curve at half-maximal effect; % of control where 0% means no effect; nearly all actives have a fitted effect of over 50% in size
ATXN2 expr inh: reduces ATXN2 reporter expression in HEK-293 cells | HEK-293 ATXN2-luciferase reporter, luminescence, 24 h | Potency, µM (series often up to 57 µM), for the others: at the highest dose activity change, negative = inhibition, hits mostly inhibitors | 0.72% of 360,000 active | AID 1745845; also: potency is read from the fitted curve at half-maximal effect; % is scaled to controls: 0 for no effect and ±100 for the full control effect; nearly all actives have a fitted effect of over 55% in size
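ATXN2-luciferase reporter cells (luciferase flanked by upstream and downstream ATXN2 gene portions) were treated 24 h at 37 °C with compounds at up to 57 uM. SteadyGlo luminescence gave expression; GF-AFC fluorescence gave viability.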
KB-3-1 tox: kills parental KB-3-1 adenocarcinoma cells; KB-3-1 viability, CellTiter-Glo ATP luminescence, 72 h; 1.4% of 400,000 active; Potency, µM (highest dose often 46.1 µM), for the others: top-dose activity change, negative = cytotoxic, most hits filed as cytotoxic; also: potency is read from the fitted curve at half-maximal effect; % is scaled to controls: 0 for no effect and ±100 for the full control effect; nearly all actives have a fitted effect of over 60% in size
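Cells are dispensed, compounds pinned in, plates held at 37 °C for 72 h, then CellTiter-Glo is added and luminescence read after 10 minutes. Cell line: parental KB-3-1 in phenol-red-free DMEM, 10% FBS.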
HT1080-NT tox: kills 2HG-producing HT-1080-NT fibrosarcoma cells; HT-1080-NT fibrosarcoma viability, CellTiter-Glo ATP luminescence, 48 h; Potency, µM (top dose mostly 46.1 µM), for the others: at the highest dose activity, negative = less viability, usual class: cytotoxic; 1.6% of 360,000 active; AID 686970;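 also: NT is the 2HG producing partner of a matched IDH1 knockdown line; potency is read from the fitted curve at half-maximal effect; 0% = DMSO-treated cells and -100% = media-only wells without cells; nearly all actives have a fitted effect of over 55% in size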
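Viability of the 2HG-overproducing fibrosarcoma line after 48 hours of compound exposure at 37 degrees C was determined by luminescence with CellTiter-Glo, and concentration-effect curves were then fitted and categorized.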
S2 tox: viability counter-screen for ATXN expression inhibitors | S2 cells (HEK-293 line with an ATXN2-luciferase reporter) viability, CellTiter-Fluor protease fluorescence, 24 h | Potency, µM (series often up to 56.7 µM), hits mostly cytotoxic | 0.49% of 400,000 active | AID 651635; also: potency is read from the fitted curve at half-maximal effect; nearly all actives have a fitted effect of over 40% in size
HT1080 IDH1KD tx: HT-1080 IDH1 knockdown cell toxicity (counter line); HT-1080 IDH1 knockdown viability, ATP luminescence, 48 h; Potency, µM (top dose mostly 46.1 µM), without a hit: at the highest dose activity, negative = toxicity, actives largely listed as cytotoxic; 2% of 360,000 active; AID 686971;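 also: potency is read from the fitted curve at half-maximal effect; 0% = DMSO wells and -100% = cell-free medium wells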
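In this qHTS, HT-1080 cells depleted of IDH1 are exposed for 48 h at 37 °C to compound titrations. Toxicity is scored from CellTiter-Glo luminescence, with DMSO as full viability and medium alone as none.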
* hit, by the source's call; i = inactive; ? = inconclusive; . = not tested or not shown; & = joins results of further samples; [ ] = another dose, or the depositor's remark. Unless noted, calls follow the shape of the dose curve; as a rule, active = well fitted curve in the direction sought with a large enough effect; inconclusive = small, poorly fitted or top-dose-only effect, or another doubt; inactive = no such curve, though single readings can be large; an effect the other way counts as inactive or inconclusive.

smiles,IL-1B inflam inh,SW480 rerep,KB-V1 MDR tox,MCF10A rereplic,ATXN2 expr inh,KB-3-1 tox,HT1080-NT tox,S2 tox,HT1080 IDH1KD tx
COC(=O)c1ccc(-c2nc3ccc(C)cc3o2)cc1,-15.7,7.31µM*,?,?,17.9%,?,-9.5%,i,?
C[C@@H]1COC(=O)[C@@H](CC(=O)OC(C)(C)C)C/C=C\C[C@H](CC(=O)NCCO)C(=O)N1,10.8,-9.0%,14.1%,-1.0%,6.1%,2.2%,5.3%,i,3.0%
COc1ccc(OC)c(NC(=O)c2cccnc2)c1,-5.2,-4.8%,?,-7.5%,9.0%,7.7%,15.6%,i,28.2%
Nc1c(C(=O)Nc2cccc(F)c2)nnn1-c1ccc2c(c1)OCCO2,-8.5,-34.1%[inhibitor],2.5%,-12.0%,13.2%,-8.5%,-27.1%,i,?
Cc1ccc(N2C(=O)C(CC(=O)Nc3cccc(F)c3)N(CCc3ccccc3F)C2=O)cc1 (configuration not stated),.,.,-4.6%,.,-18.5%,-17.2%,.,?,.
Cc1ccc(S(=O)(=O)N(C)CC(=O)Nc2nnc(CC(C)C)s2)cc1,38.5,-3.6%,-12.0%,-35.3%[inhibitor],-9.9%,2.8%,7.6%,i,4.2%
COc1cc(NC(=O)Cn2nnc(-c3ccccc3N)n2)cc(OC)c1,-58.8*,-5.9%,4.5%,-4.1%,-12.6%,17.3%,-10.9%,i,-28.5%
CN(C(=O)c1ccc(N2CCCCC2)c([N+](=O)[O-])c1)C1(C)CCS(=O)(=O)C1 (configuration not stated),-9.2,8.6%,?,14.4%,-1.7%,0.0%,-0.6%,i,-4.3%
COc1cccc(CN(C)C(=O)C2CCCN(C(=O)c3ccc(Cl)cc3)C2)c1 (configuration not stated),11.9,.,?,.,.,-15.8%,-2.0%,?,4.6%
N#CC(c1ccc(F)cc1)c1ccc(C(=O)c2ccccc2)cc1 (configuration not stated),-9.5,5.4%,?,6.0%,-20.8%,?,-5.4%,i,-15.0%
CCSc1n[nH]c2nc3c(c(=O)n12)C1(CCCCC1)Cc1ccccc1-3,24.1,-3.2%,-0.2%,5.17µM*,.,6.6%,12.2%,i,12.5%
CN(CC(=O)N1CCN(c2ccccc2)CC1)C1CCCc2ccccc21 (configuration not stated),9.1,5.2%,?,?,-5.7%,-4.5%,-18.8%,i,-14.9%
COc1ccc(C(=O)NCC(=O)NCCc2c[nH]c3ccccc23)cc1OC,31.8,?,-1.2%,-2.8%,-23.0%,0.7%,2.7%,i,3.8%
CC(C)CNC(=O)c1ccccc1NC(=O)c1ccccc1N(C)S(C)(=O)=O,-26.3,0.8%[9.22 µM],-11.7%,-1.5%,0.5%,0.2%,8.4%,i,13.6%
CC(=O)Nc1ccc(OCC(O)CNC2CCCC2)cc1 (configuration not stated),-18.4,-3.0%,-3.7%,3.6%,3.9%,4.1%,9.5%,?,0.9%
O=C(O)c1cc(-c2cccc(Cl)c2)nc2nc(N3CCCCC3)sc12,16.6,-10.6%,?,1.9%,1.8%,-0.5%,-4.9%,i,-15.7%
COc1ccc(/C=C/C(=O)OCC(=O)NC(C)CCc2ccccc2)cc1 (configuration not stated),20.8,-6.2%,-4.1%,5.3%,-4.1%,8.5%,9.3%,i,18.4%
O=C1CCC/C=C/C[C@@H](CC(=O)N(CCO)Cc2ccccc2)C(=O)NC[C@@H](c2ccccc2)O1,12.6,10.4%,2.2%,-24.9%,2.4%,-2.9%,4.2%,i,1.2%
C[C@H](CO)N1C[C@H](C)[C@@H](CN(C)S(=O)(=O)c2ccc(F)cc2)OCc2cn(nn2)CCCC1=O,19.5,.,30.5%,.,2.0%,17.1%,4.2%,i,12.3%
CCN(CC)Cc1c(O)ccc2cc(-c3nc4ccccc4n3C)c(=O)oc12,15.9,?,0.0%,?,25.0%,1.0%,6.0%,.,12.4%
CCCNC(=S)N1CCC(c2nc3cc(C)c(C)cc3[nH]2)CC1,12.6,1.1%,-1.2%,-2.5%,-5.4%,-1.2%,-24.5%,i,?
O=C(O)c1cnc(-c2ccccc2)nc1Oc1ccccc1,29.6,-9.0%,?,-13.7%,-1.5%,?,-11.4%,i,12.8%
O=c1oc(CCCO)cc2ccc(C#CC3(O)CCCCC3)cc12,26.4,8.3%,15.2%,-35.2%[inhibitor],7.2%,10.5%,-3.8%,i,2.0%
Cc1ccc(NS(=O)(=O)c2ccc(-c3coc(C)n3)cc2)c(Br)c1,43.2,-8.2%,8.4%,-36.5%[inhibitor],-1.4%,-3.1%,0.2%,i,-9.8%
COc1ccc(CC(=O)NC(C)c2nnc(SCCOc3ccc(OC)cc3)n2C)cc1 (configuration not stated),10.8,18.5%,-10.7%,0.1%,-17.4%,-1.1%,-6.4%,i,-5.6%
O=C(NCCc1c[nH]c2ccccc12)c1cnc2sccn2c1=O,22.4,5.1%,-1.0%,1.4%,26.5%,1.1%,-9.9%,i,-2.8%
COc1ccc(S(=O)(=O)N(c2onc(C)c2Cl)S(=O)(=O)c2ccc(OC)cc2)cc1,0.0,-18.3%,10.2%,?,-5.1%,-3.1%,-1.1%,i,15.4%
O=[N+]([O-])c1ccc(/C=N/N/C(=N/c2ccccn2)c2ccccn2)cc1,-20.1,-5.2%,?,2.9%,6.1%,-6.8%,?,?,10µM*
CSc1ccccc1NC(=O)CN(C)C(=O)C1CCN(C(=O)Nc2ccccc2)CC1,-5.0,2.31µM*,-3.1%,15.2%,-8.2%,1.9%,10.3%,i,4.7%
Cc1ccc(S(=O)(=O)CCNC(=O)Cc2ccc(Cl)cc2)cc1,-11.3,-1.1%,?,-42.3%[inhibitor],-24.0%,0.3%,8.8%,i,-2.4%
Cc1cc(NS(=O)(=O)c2ccc(NC(=O)CN3C(=O)c4ccccc4C3=O)cc2)nc(C)n1,16.6,-3.0%,-0.5%,0.1%,2.7%,5.6%,0.2%,i,5.4%
COC(=O)C(CC(C)C)NC(=O)/C=C/c1ccc(Cl)cc1 (configuration not stated),8.1,-2.8%,1.2%,-3.8%,-33.0%[11.3 µM],0.5%,-14.5%,i,-7.2%
Cc1cc(C)n(CCN(C)C(=O)C2CCC(=O)N(CCc3cccc(F)c3)C2)n1 (configuration not stated),2.6,-51.2%,-6.7%,-0.2%,1.5%,-4.6%,7.4%,i,-1.3%
Brc1ccc(C[n+]2ccccc2)cc1,0.2,-9.5%,?,-1.3%,-10.2%,?,0.0%,i,2.7%
O=C(CCn1c(=O)oc2ccccc21)Nc1cccc(Br)c1,i,-12.2%,?,1.1%,-6.6%,31.1%,1.8%,i,2.5%
Cc1ccccc1CN1CCN(S(=O)(=O)c2ccc(Cl)s2)CC1,-7.9,-1.1%,0.0%,9.2%,-10.9%,-26.1%,-13.3%,i,-17.1%
Cc1nn(-c2ccccc2)c(C)c1/C=N/NC(=O)CSc1nnc(SCc2cccc3ccccc23)s1,9.5,1.9%,-10.5%,16.1%,75.6%[activator],-10.2%,-3.5%,i,-7.5%
CCCCOc1ccc(C(=O)NCCc2csc3nc(-c4ccccc4F)nn23)cc1,.,.,-0.9%,.,0.0%,-1.3%,.,i,.
CCOc1ccc(C(=O)O/N=C(\N)c2ccccn2)cc1OCC,-11.8,-2.0%,-16.8%,-39.9%[inhibitor],17.1%,-6.0%,-21.6%,i,-16.8%
O=C(C1CCN(C2CCN(C/C(Cl)=C/c3ccccc3)CC2)CC1)N1CCOCC1,-11.8,?,-14.5%,?,.,4.7%,-13.0%,i,4.6%
CCCCC(=O)O[C@]1(C(=O)CO)CC[C@H]2[C@@H]3CCC4=CC(=O)CC[C@]4(C)[C@H]3[C@@H](O)C[C@@]21C,-68.3*,-2.6%&4.7%,-22.4%,?,-6.9%&-9.5%,0.0%,-28.9%,i,0.3%
O=C(Cn1c(=O)c2cccn2c2ccccc21)NCc1ccccc1F,.,.,10.7%,.,8.5%,25.9%,.,i,.
O=C(NCc1ccco1)C1CCCN1C(=O)Nc1ccc(Cl)cc1 (configuration not stated),-9.7,-54.7%[inhibitor],-4.4%,-16.6%,.,1.0%,1.1%,i,1.6%
O=C(c1ccc2c(c1)N(Cc1ccc(F)cc1)C(=O)c1ccccc1S2=O)N1CCOCC1 (configuration not stated),.,.,0.0%,.,2.4%,-1.7%,.,i,.
COC(=O)[C@]12CCCCC=C1N(CCC1=CCCCC1)C(=O)[C@H](CC(=O)NCC13CC4CC(CC(C4)C1)C3)C2,0.0,.,-6.6%,.,0.0%,?,?,?,?
COc1ccc(-c2cc(CNC(=O)CCl)on2)cc1,-91.5*,?,-9.0%,?,13.8%,?,?,.,?
CC(C)Nc1ncnc2c1ncn2[C@H]1CN(CCN2CCOCC2)C[C@@H](CO)O1,5.5,.,4.1%,.,11.8%,0.0%,?,i,?

Compound activity deposited in PubChem BioAssay by National Center for Advancing Translational Sciences (NCATS).

No enrichment for hits (roughly 11% active in at least one column).
